Screens deposited in PubChem by several laboratories.
CIT2-GFP yeast: modulators of CIT2-GFP expression in yeast, primary screen, S. cerevisiae, GFP fusion, multiplex flow cytometry, MLPCN library. S. cerevisiae CIT2-GFP strain, 3 h; 100 means same as DMSO wells. GFP response vs DMSO, % at 10 µM. 320,000 compounds, 0.065% hits. AID 2029, 2009;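 active = GFP response relative to DMSO above a set limit, near the screen mean plus 3 SD, cut at about 150% in these data; inconclusive = Fewer than 70 cells measured for a yeast strain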;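 note: ratio of well median GFP fluorescence to mean of DMSO wells on the plate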
Bcl-xL primary: inhibitors of human Bcl-xL, primary screen, biochemical, fluorescence polarization, HTS; 320,000 compounds, 0.7% hits; GST-Bcl-xL / FITC-Bim BH3 peptide fluorescence polarization; AID 2129, 2009; Bcl-2-like protein 1 (Homo sapiens), Q07817; inhibition, % at 10.9 µM;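 active = inhibition above the mean of all tested compounds plus 3 SD, cutoff set per campaign, cut at about 30% in these data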;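 note: 0% = DMSO wells and 100% = unlabeled Bim-BH3 peptide competitor; inhibitors lower millipolarization by displacing the labeled peptide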
Target sequence (Q07817 whole entry, looked up): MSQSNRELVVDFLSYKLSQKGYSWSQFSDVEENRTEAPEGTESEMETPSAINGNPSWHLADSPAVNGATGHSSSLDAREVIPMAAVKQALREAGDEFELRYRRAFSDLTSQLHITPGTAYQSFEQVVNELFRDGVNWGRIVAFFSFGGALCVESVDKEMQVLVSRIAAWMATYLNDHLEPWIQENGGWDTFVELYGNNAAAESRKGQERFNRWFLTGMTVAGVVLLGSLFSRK
GLD-1 RNA inh: GLD-1/TGE RNA complex disruptors, primary screen, biochemical, fluorescence polarization; purified GLD-1 + fluorescein TGE RNA; inhibition, % at 5.96 µM; 320,000 compounds, 0.44% hits; AID 2280, 2010;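 active = percent inhibition above a per-plate cutoff, the plate mean of test compounds plus 3 SD, cut at about 30% in these data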;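 note: 0% = DMSO wells with GLD-1 and probe and 100% = wells lacking GLD-1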
Target sequence (Q17339 whole entry, looked up): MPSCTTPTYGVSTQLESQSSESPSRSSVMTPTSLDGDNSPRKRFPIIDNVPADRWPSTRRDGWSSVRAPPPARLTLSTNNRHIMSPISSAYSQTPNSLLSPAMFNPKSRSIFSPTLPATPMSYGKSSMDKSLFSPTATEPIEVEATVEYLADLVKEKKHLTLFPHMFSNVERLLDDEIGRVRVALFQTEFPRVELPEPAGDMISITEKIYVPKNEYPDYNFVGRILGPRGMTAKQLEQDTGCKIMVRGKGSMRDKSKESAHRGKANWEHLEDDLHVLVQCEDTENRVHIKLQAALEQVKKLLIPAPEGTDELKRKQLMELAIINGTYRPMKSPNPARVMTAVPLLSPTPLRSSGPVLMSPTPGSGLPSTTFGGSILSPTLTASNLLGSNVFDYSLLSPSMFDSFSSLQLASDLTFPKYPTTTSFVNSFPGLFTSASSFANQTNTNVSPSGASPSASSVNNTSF
CR mimetic SO: reduction of superoxide in aged yeast, primary screen, HTS; S. cerevisiae aged cells, superoxide DHE fluorescence; hits give low values; superoxide response (% of plate mean), % at 10 µM; 330,000 compounds, 0.18% hits; AID 2690, 2010;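 active = superoxide response under a set limit, about three screen SD below normal, cut at about 65% in these data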;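 note: yeast aged for seven days with compound at 30 °C before DHE staining; 100% = average MFI of all compound-treated wells on the plate with controls excluded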
MEX-5 binding: MEX-5 zinc finger RNA-binding disruptors – biochemical, C. elegans, fluorescence polarization, MLPCN library, primary screen. MEX-5/FITC-TCR2 RNA binding; hits give low values. 300,000 compounds, 0.38% hits. activity score (negative = inhibition of binding), % at 10 µM. AID 1832, 2009;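 active = inhibition past about -25% in most replicates, and total fluorescence under double the plate's negative control median, limit read from the data; inconclusive = replicates evenly split on the limit, or fluorescence at least double controls; inactive = too little inhibition in most replicates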;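 note: 0% = DMSO and -100% = 5 µM competing unlabeled TCR2 RNA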
AGP1-GFP MLPCN: modulators of AGP1-GFP expression in yeast TOR pathway, primary screen, cell-based, multiplex flow cytometry, S. cerevisiae, MLPCN library; AID 2066, 2009; 320,000 compounds, 0.02% hits; GFP response vs DMSO, % at 10 µM; 3 h; GFP as percent of DMSO wells;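 active = GFP response relative to DMSO above a set limit, near screen average plus 3 SD, cut at about 150% in these data; inconclusive = fewer than 70 cells counted for the yeast strain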;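 note: median GFP channel fluorescence of the gated AGP1 strain per well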
MCL1 BIM primary: inhibitors of MCL1 binding to BIM-BH3, primary screen, biochemical, fluorescence polarization | Induced myeloid leukemia cell differentiation protein Mcl-1 (Homo sapiens), Q07820 | GST-MCL1 / FITC-Bim-BH3 fluorescence polarization | inhibition, % at 10.9 µM | 320,000 compounds, 0.68% hits;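 active = inhibition above the mean inhibition of all tested compounds plus 3 SD, set per campaign, cut at about 40% in these data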;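 note: 0% = DMSO wells and 100% = unlabeled Bim-BH3 peptide control; higher means more loss of mP so more displacement of Bim peptide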
Target sequence (Q07820 whole entry, looked up): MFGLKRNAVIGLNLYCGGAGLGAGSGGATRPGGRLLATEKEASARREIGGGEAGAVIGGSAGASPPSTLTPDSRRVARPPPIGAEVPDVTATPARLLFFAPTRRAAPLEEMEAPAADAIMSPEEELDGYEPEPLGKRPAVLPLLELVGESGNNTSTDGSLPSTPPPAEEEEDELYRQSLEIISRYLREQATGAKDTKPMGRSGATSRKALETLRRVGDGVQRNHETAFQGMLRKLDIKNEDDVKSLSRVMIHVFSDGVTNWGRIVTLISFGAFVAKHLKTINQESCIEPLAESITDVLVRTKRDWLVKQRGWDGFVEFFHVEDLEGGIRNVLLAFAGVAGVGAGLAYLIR
GRK2 aptamer HTS: compounds blocking aptamer binding on GRK2 – biochemical, human GRK2, bead flow cytometry, HTS, primary screen; Beta-adrenergic receptor kinase 1 (Homo sapiens), P25098; FAM-aptamer displacement from GRK2; inhibition of aptamer binding, % at 10 µM; 330,000 compounds, 0.59% hits; AID 488847, 2010;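 active = inhibition of aptamer binding above 40%, roughly 3 SD of noise, on plates passing a quality check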;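 note: median bead fluorescence of bound FAM aptamer so fluorescent compounds give negative values; no value below 0 was filed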
VLA-4 inh: inhibition in human VLA-4 binding assay, primary screen, VLA-4 allosteric modulator project, MLPCN library, flow cytometry, VLA-4 expressing cells; Integrin alpha-4 (Homo sapiens), P13612; ligand binding flow cytometry; inhibition, % (about 7 µM as worked out from the volumes in the protocol); 330,000 compounds, 0.2% hits; in the data active = inhibition above about 50%
Starred values were filed as active, the others as inactive; ? = inconclusive; / = not tested or not shown.

SMILES	CIT2-GFP yeast	Bcl-xL primary	GLD-1 RNA inh	CR mimetic SO	MEX-5 binding	AGP1-GFP MLPCN	MCL1 BIM primary	GRK2 aptamer HTS	VLA-4 inh
Cc1c(NC(=O)Cn2nc(C(=O)O)c3ccccc3c2=O)c(=O)n(-c2ccccc2)n1C	98	-4	5	88	2.3	94	-5	3	11
Cc1cc(C(=O)N2CCN(S(=O)(=O)c3ccccc3F)CC2)c(C)o1	113	4	7	109	-2.4	116	5	4	-4
Oc1c(C=NCc2ccccc2)sc2ccccc12	89	6	3	98	-1.4	90	10	5	23
Cc1cc(C)cc(N(C(C)C(=O)Nc2c(C)n(C)n(-c3ccccc3)c2=O)S(C)(=O)=O)c1 (stereo not given)	107	0	0	79	0.2	110	-5	0	9
O=C(Cc1nc(-c2ccc([N+](=O)[O-])cc2)cs1)Nc1ccccc1	102	0	2	107	-1.7	108	3	2	0
CCC(=O)Nc1nnc(SCc2ccccc2F)s1	104	5	7	121	/	115	3	3	-8
COc1cccc(C(=O)OC(C)CN2CCCC2)c1 (stereo not given)	90	-6	-4	98	0.8	97	-7	0	6
COc1ccc(/C(O)=C2\C(=O)C(=O)N(c3cc(C)on3)C2c2ccccc2OC)cc1C (stereo not given)	97	7	-6	85	-0.8	107	0	1	-9
COc1cc(OC)cc(C(=O)N[C@H](C(=O)OCC(=O)c2ccc(F)cc2)C(C)C)c1	95	-2	-2	107	/	96	2	1	-6
O=C(NCC(F)(F)F)N1CCOCC1	106	5	4	96	1.1	104	4	2	-6
CCOc1cc(C(=O)Nc2cc(F)ccc2C)ccc1OCC(=O)N1CCOCC1	95	-12	1	97	/	101	-12	4	8
CC1=CC(C)[C@H](/C=N/n2c(=O)[nH]c3c([nH]c4ccc(C)cc43)c2=O)C(C)C1 (stereo not given in full)	?	2	-4	100	0.1	?	-6	2	11
CCOC(=O)c1cc(-c2ccc(OC)cc2)nc2c1c(C)nn2CCC#N	99	2	-1	102	0.1	98	0	0	1
CCOc1cc(C2NC(=O)CCC2[N+](=O)[O-])cc(Br)c1OC (stereo not given)	102	-2	1	103	-0.8	74	-1	0	9
CCCOc1ccc(-c2nnc(-c3cccs3)o2)cc1	98	0	0	102	1.5	95	2	1	6
Cc1cccc2c(CC(=O)Nc3ccccc3)noc12	98	1	-1	109	-4.7	105	5	8	3
O=C(NCCCN1CCCC1=O)c1cc(=O)c2ccccc2o1	99	6	1	93	-1.6	98	-2	3	-3
C=CCn1c(SCC(=O)N2CCc3ccccc3C2)nc2ccccc2c1=O	108	-1	-5	117	2.8	115	1	0	11
CC(=O)c1c(COC(=O)c2cccc(C)c2)nc2ccccc2[n+]1[O-]	95	2	8	110	-2.5	118	5	2	0
Fc1ccccc1CSc1ncnc2c1oc1ccccc12	105	1	5	83	-0.5	112	4	0	7
COc1cc(/C=N/NC(=O)CCC(=O)Nc2ccc(C)cc2)ccc1O	117	2	-8	87	-1.4	101	10	1	6
Cc1[nH]c2ccccc2c1C(=O)C(C)OC(=O)c1ccc(NC(=O)CC#N)cc1 (stereo not given)	126	-8	-13	100	-0.6	109	-8	12	-15
Cc1nn(CC(C)C)c(Cl)c1C(=O)N(c1ccc(Cl)cc1F)S(C)(=O)=O	103	2	8	99	4.7	104	-1	6	-6
CCOc1ccc(CN(C)C(=O)CCNC(=O)c2ccco2)cc1	106	-2	5	98	/	97	7	0	-1
Cc1cc2c(N)cccc2nn1	104	27	22	115	-16	105	23	1	-8
COc1ccc(C(=O)N2CCc3cc(OC)c(OC)cc3C2)cc1OC	103	-2	0	98	-3.9	102	3	0	0
COc1ccc(CC(=O)Nc2ccc(S(=O)(=O)Nc3nccc(C)n3)cc2)cc1	115	6	-2	107	2.0	108	-2	3	10
C/C(=C\C(=O)c1ccc(C)cc1)Nc1cccc(O)c1	91	7	6	106	1.0	93	3	34	38
NS(=O)(=O)c1ccc(CNC(=O)c2ccc(NS(=O)(=O)c3ccc4[nH]c(=O)[nH]c4c3)cc2)cc1	94	0	3	90	-1.4	105	1	1	1
O=C1CN(C(=O)/C=C/c2ccccc2)CCN1	99	4	2	122	1.5	100	3	1	4
CCOC(=O)CN(C(=O)COc1nc(-c2ccccc2)cc(C)c1C#N)c1ccccc1C	108	7	-3	76	2.6	103	17	0	-5
CCCCCc1nc2ccccc2c(=O)n1N	110	1	4	106	0.7	104	-6	2	2
O=C1N[C@@H](c2ccccc2)COC(=O)[C@H](Cc2ccc(F)cc2)CC/C=C/C[C@H]1CC(=O)N(CCO)Cc1ccccc1	94	/	0	121	/	94	/	0	-10
CC1(C)Cc2c(sc3ncn4nc(CCC(=O)O)c(=O)nc4c23)CO1	101	-3	-5	92	1.0	100	2	1	-7
COC(=O)c1c(N)c(C#N)c2n1CCCCC2	100	4	0	94	0.8	97	5	1	8
COc1cccc(/C=N/NC(=O)CCCC(=O)Nc2ccc(Br)cc2)c1	99	9	-2	104	-0.3	98	11	0	17
CCOc1ccccc1C(=O)Nc1nn[nH]n1	94	3	-3	107	-1.5	94	4	0	-9
COc1ccccc1C(=O)Nc1ccc(S(=O)(=O)N2CCCCC2)cc1	96	0	-2	99	-2.6	100	-1	0	23
CCCS(=O)(=O)N1CCCC(C(=O)N2CCN(c3ccccn3)CC2)C1 (stereo not given)	104	0	-2	103	-3.4	102	-2	0	-7
CCc1cc(-c2n[nH]c(C)c2Oc2ccc(C(C)C)cc2)c(O)cc1O	113	4	12	97	0.8	101	2	0	-3
O=C(COC(=O)c1ccc(S(=O)(=O)N2CCCC2)cc1)Nc1cccc(Cl)c1	99	2	0	97	/	92	-4	1	0
COc1ccc(-c2cc(C(=O)Nc3cccc(C(C)=O)c3)no2)cc1	95	-1	7	76	1.4	/	1	0	-6
O=C(COC(=O)CCc1nc2ccccc2n1-c1ccccc1)Nc1ccc(N2CCCCC2)cc1	93	3	7	93	/	106	-4	0	0
Cc1cc(-c2nc(C)c(C(=O)NNC(=O)NC(C)C)s2)no1	110	6	3	81	2.4	104	0	0	-5
Cc1c(-c2ccccc2)nc2ccccc2c1C(=O)Nc1ccncc1	97	-1	6	94	1.2	95	-9	3	14
O=C(CN1C(=O)S/C(=C\c2ccccc2)C1=O)Nc1cc([N+](=O)[O-])ccc1O	101	14	-4	99	-5.4	100	5	1	7
COc1cc(C(=O)N/N=C(\C)c2ccc3c(c2)OCO3)cc(OC)c1OC	/	6	0	100	0.2	95	1	0	1
CCC[n+]1c(C)sc2c(OC)ccc(OC)c21	94	-7	-2	99	0.8	95	-4	0	14
CCOc1ccc(N2C(=O)C3Sc4[nH]c(=O)sc4C(/C=C/c4ccccc4)C3C2=O)cc1 (stereo not given)	93	57*	42*	103	-1.1	98	42*	0	-10
O=C(NCCNC1CCCCC1)c1ccco1	102	6	1	92	0.8	102	7	2	-5
Cc1ccc(C(=O)NC(=S)Nc2cccc(-c3nc4ccccc4s3)c2)cc1	106	0	-9	104	-2.0	101	8	0	0
COc1ccc(CNC(=O)CCNS(=O)(=O)c2ccc(Br)s2)cc1	102	3	7	98	-1.2	101	0	4	9
CC(=O)Nc1ccc(OCC(O)CN2C(C)(C)CC(O)CC2(C)C)cc1 (stereo not given)	106	3	4	102	3.1	101	4	3	-6
CCCCN(Cc1ccccc1)C(=O)C1CCN(S(=O)(=O)c2c(C)noc2C)CC1	108	-1	-2	118	-1.1	103	8	4	14
Cc1nn(C)cc1S(=O)(=O)N1CCN(Cc2ccc(F)cc2Cl)CC1	99	10	2	97	-2.0	100	9	3	9
Cc1ccccc1NC(=O)CSc1nc(N)c(C#N)cc1C#N	108	9	3	97	-4.6	101	12	0	16
Cc1ccc(-n2nnc(-c3cnc4ccccc4c3)n2)cc1	97	9	7	101	2.2	101	6	0	25
CC(C)CCNC(=O)C(c1ccco1)N(Cc1ccc(F)cc1)C(=O)c1snc(C(N)=O)c1N (stereo not given)	105	0	1	97	-2.3	108	2	2	-4
CCCCOc1ccc(CSCCN)cc1Cl	99	4	9	87	1.9	113	0	0	15
COCCN1C=C2C(=O)C(C)(OC(=O)c3cccs3)C(=O)C=C2C=C1CCCC(=O)OC (stereo not given)	87	7	2	100	-0.5	95	2	1	50*

More results
SMILES	CIT2-GFP yeast	Bcl-xL primary	GLD-1 RNA inh	CR mimetic SO	MEX-5 binding	AGP1-GFP MLPCN	MCL1 BIM primary	GRK2 aptamer HTS	VLA-4 inh
O=C(CCc1nnc2ccc(NCc3ccco3)nn12)N1CCN(c2ccccc2)CC1	112	5	-4	111	-1.2	120	4	2	0
CCN(CC)S(=O)(=O)N1CCN(S(=O)(=O)N2CCOCC2)CC1	97	5	-2	99	0.6	105	6	0	-3
CC(C)(C)NC(=O)COC(=O)c1nsc(Cl)c1Cl	97	-2	1	106	2.6	95	5	2	3
COc1ccc(CN(Cc2nc3ccccc3c(=O)[nH]2)C(=O)C(C)(C)C)cc1	89	0	4	89	2.1	90	1	0	4
COc1ccc(NC(=O)c2ccc(-c3csc(C)n3)cc2)cc1	97	-4	1	97	1.5	92	-8	2	0
OC(CNCC1COc2ccccc2O1)COc1ccc(Cl)cc1 (stereo not given)	108	4	-2	92	4.3	108	2	0	-4
Cc1ccc(C)c2nc(SCC(=O)NCc3cccs3)c(C#N)cc12	97	8	-5	97	2.7	104	2	0	-1
COc1ccc(C(CNC(=O)c2ccc(-c3cccc(C(F)(F)F)c3)o2)N2CCOCC2)cc1 (stereo not given)	101	-4	2	116	5.2	108	-8	0	8
C/C(=N\Nc1nc2ccccc2[nH]1)c1ccc([N+](=O)[O-])cc1	97	1	3	105	-3.6	103	1	0	-1
O=C(COC(=O)c1ccc2c(c1)OCO2)Nc1ccccc1OC(F)F	92	/	8	103	/	95	/	0	9
CC1(C)CC(NC(=O)C2CCCCC2C(=O)O)CC(C)(C)N1 (stereo not given)	103	0	-2	68	1.1	102	2	1	0
O=C(CCCN1C(=O)/C(=C/c2ccccc2Cl)SC1=S)N1CCCC1	87	-2	-3	99	-0.4	97	3	4	5
Cc1ccc(Sc2ncccc2C(=O)NCc2cc([N+](=O)[O-])ccc2O)cc1C	89	/	/	86	0.6	98	/	10	16
CC(=O)c1cccc(NC(=O)CN(C)S(=O)(=O)c2cccc3nsnc23)c1	93	2	-6	101	-4.3	100	-5	1	5
O=C(Cn1cnc2c(cnn2-c2ccc(F)cc2)c1=O)NCC1CCCO1 (stereo not given)	92	4	1	103	/	/	-3	3	-4
O=C(Cc1ccccc1)Nc1cccc(-c2nnc(-c3ccco3)o2)c1	97	2	-3	116	-2.3	96	1	4	-5

No enrichment for hits. Share with any hit: about 2.1%.
